SUMO1 PPI mod = modulators of SUMO1 protein-protein interactions, primary screen, biochemical, uHTS | 0.33% of 360,000 active | SUMO1 binding to a labelled peptide, TR-FRET, 1 h | inhibition, % at 20 µM | Small ubiquitin-related modifier 1 (Homo sapiens), P63165; in the data active = inhibition above about 37%
LMPTP block = LMPTP phosphatase inhibitors, primary screen, biochemical, fluorescence intensity, uHTS; Low molecular weight phosphotyrosine protein phosphatase (Homo sapiens), P24666; recombinant LMPTP-A, OMFP fluorogenic substrate; inhibition, % at 20 µM; 0.22% of 360,000 active;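 active = compounds that cut the enzyme signal by at least half of the control window in the single-dose screen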;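 note: plate controls were DMSO wells with enzyme plus substrate for no effect and substrate without enzyme for full effect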
Target sequence (P24666 whole entry, looked up): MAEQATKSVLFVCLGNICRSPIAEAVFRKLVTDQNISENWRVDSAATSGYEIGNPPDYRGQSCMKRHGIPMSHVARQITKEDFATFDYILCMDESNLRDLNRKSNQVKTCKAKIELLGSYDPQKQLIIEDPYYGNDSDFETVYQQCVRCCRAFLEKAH
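Assay system: LMPTP-A, protein tyrosine phosphatase of low molecular weight / Medium: pH 6.0 Bis-Tris buffer with DTT and Triton X-100 / Schedule: 50 min enzyme reaction at room temperature, protected from light / Measured by: endpoint fluorescence intensity from OMFP dephosphorylation / Read-out basis: % inhibition relative to no-enzyme and uninhibited control wells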
Rpn11 block = Rpn11 (PSMD14) deubiquitinase inhibitors, primary screen, biochemical, fluorescence polarization, uHTS | 26S proteasome non-ATPase regulatory subunit 14 (Homo sapiens), O00487 | AID 588493, 2011 | 0.59% of 360,000 active | calls only at 20 µM | human 26S proteasome, Ub4-pepOG fluorescence polarization; 20S core pre-blocked with epoxomicin;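 active = inhibition at 20 µM, scaled to each plate's controls, above about 33%, limit read from the data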
DNMT1 block = human DNMT1 methyltransferase inhibitors, primary screen, biochemical, molecular beacon, fluorescence, HinP1I cleavage, uHTS | DNA (cytosine-5)-methyltransferase 1 (Homo sapiens), P26358 | inhibition (reported as % activation of signal), % at 10 µM | 0.83% of 360,000 active | AID 588458, 2011; in the data active = inhibition above about 50%
SKN-1 block = suppressors of acrylamide-induced Pgst-4::GFP reporter in worms, primary screen, SKN-1 inhibitor project, whole organism, uHTS, GFP/RFP fluorescence ratio, strain VP596. C. elegans VP596 Pgst-4::GFP/RFP ratio, 24 h. 0.49% of 360,000 active. inhibition, % at 21.8 µM;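 active = interference check ratio from 0.5 to 1.5 plus GFP to RFP signal ratio inhibition reaching or exceeding a fixed threshold, cut at about 30% in these data, passing the limit was not always enough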; note: some compounds called inactive have numbers as strong as hits
MT1-MMP act inh = blockers of MT1-MMP proenzyme processing, primary screen, HT1080 RFP-PRO-GFP cells, GFP/RFP fluorescence; 0.061% of 360,000 active; GFP/RFP ratio fluorescence, overnight; percent of plate control window, DMSO zero; GFP/RFP ratio change, % at 20 µM; AID 651647, 2012; Matrix metalloproteinase-14 (Homo sapiens), P50281;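 active = GFP/RFP ratio change of at least 30% with cell ATP level not reduced by more than half and red fluorescence within 50% of control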; note: strong numbers were not always called active
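Compound: 20 µM single dose, 1% DMSO / System: HT1080 RFP-PRO-GFP cells / Controls: DMSO and RFP-L50D-GFP cell wells / Read-out basis: GFP/RFP fluorescence ratio / Schedule: overnight compound exposure at 37 °C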
NadD block = inhibitors of S. aureus NadD, primary screen, biochemical, colorimetric, uHTS; AID 602399, 2012; purified NadD enzyme, colorimetric absorbance read-out; Nicotinate-nucleotide adenylyltransferase NadD (Staphylococcus aureus N315); inhibition, % at 20 µM; 0.78% of 360,000 active; in the data active = inhibition above about 26%; note: some compounds past the cut are filed as inactive
Scp-1 inhibitor = Scp-1 phosphatase inhibitors, primary screen, biochemical, colorimetric, uHTS. Carboxy-terminal domain RNA polymerase II polypeptide A small phosphatase 1 (Homo …. Recombinant Scp1, phosphopeptide, malachite green phosphate absorbance. inhibition, % at 20 µM. 0.88% of 340,000 active. AID 493091, 2011;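 active = inhibition above about 50% at 20 µM, limit read from the data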;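 note: plate controls were DMSO wells with enzyme for no effect and wells lacking enzyme for full effect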
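Incubation: 45 min enzyme reaction at room temperature / System: truncated SCP-1 phosphatase (76-261aa) / Reagent: Phospho 17-mer peptide substrate / Buffer or medium: Acidic Tris acetate buffer with magnesium and detergent / Signal: absorbance at 630 nm / Doses: one concentration, 20 µM, with 1.0% DMSO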
STEP inh = STEP phosphatase inhibitors, primary screen, biochemical, fluorescence intensity, uHTS; Tyrosine-protein phosphatase non-receptor type 5 (Homo sapiens), P54829; 0.25% of 360,000 active; inhibition, % at 20 µM; recombinant STEP, OMFP fluorogenic substrate;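 active = inhibition at 20 µM, scaled per plate between control wells, above about 37%, limit read from the data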;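 note: 0% = DMSO with enzyme and substrate and 100% = substrate only without enzyme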
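System: isolated STEP enzyme; schedule: 20 min enzyme reaction at room temperature, protected from light; medium: Bis-Tris buffer pH 6.0, 2.5 mM DTT, 0.005% Tween 20; signal: fluorescence, 480/540 nm; dosing: single compound dose of 20 µM, 1% DMSO final; also added: OMFP substrate, 25 µM final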
CendR NRP1 mod = modulators of CendR peptide binding to NRP-1, primary screen, biochemical, fluorescence polarization, uHTS; Neuropilin-1 (Homo sapiens), O14786; FAM-RPARPAR peptide binding to NRP-1; inhibition, % at 25 µM; 0.85% of 360,000 active; AID 602438, 2012;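 active = inhibition or corrected inhibition above about 18%, plus a signal ratio from 0.5 to 1.5, limit read from the data, passing the limit was not always enough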; note: strong numbers were not always called active
Target sequence (O14786 whole entry, looked up): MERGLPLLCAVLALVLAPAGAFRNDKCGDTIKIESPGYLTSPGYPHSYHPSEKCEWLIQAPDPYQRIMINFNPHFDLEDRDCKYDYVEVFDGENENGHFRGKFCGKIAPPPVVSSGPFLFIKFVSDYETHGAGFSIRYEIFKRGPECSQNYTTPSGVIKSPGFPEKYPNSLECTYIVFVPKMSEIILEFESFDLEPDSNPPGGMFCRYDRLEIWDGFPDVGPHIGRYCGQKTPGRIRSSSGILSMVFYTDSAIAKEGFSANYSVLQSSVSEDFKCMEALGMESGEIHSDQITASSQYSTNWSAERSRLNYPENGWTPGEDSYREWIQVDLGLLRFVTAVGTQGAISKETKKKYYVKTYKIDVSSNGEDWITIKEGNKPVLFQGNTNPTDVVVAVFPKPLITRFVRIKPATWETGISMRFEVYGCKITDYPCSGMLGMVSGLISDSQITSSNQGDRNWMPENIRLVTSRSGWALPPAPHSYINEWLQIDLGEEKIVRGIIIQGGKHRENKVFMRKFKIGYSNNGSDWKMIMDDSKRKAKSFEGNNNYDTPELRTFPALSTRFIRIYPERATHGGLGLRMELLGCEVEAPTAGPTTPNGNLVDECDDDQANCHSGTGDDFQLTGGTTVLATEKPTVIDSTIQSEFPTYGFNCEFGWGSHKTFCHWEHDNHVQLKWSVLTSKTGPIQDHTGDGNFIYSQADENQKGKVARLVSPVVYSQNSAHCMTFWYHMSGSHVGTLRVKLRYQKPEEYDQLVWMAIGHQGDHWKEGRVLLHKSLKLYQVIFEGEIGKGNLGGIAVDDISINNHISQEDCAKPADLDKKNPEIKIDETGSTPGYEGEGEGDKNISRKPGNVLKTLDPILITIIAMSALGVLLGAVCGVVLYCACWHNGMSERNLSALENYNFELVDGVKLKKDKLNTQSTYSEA
An asterisk follows results filed as active; i = inactive; nt = no result given.

A first look, 4 compounds:
SMILES	SUMO1 PPI mod	LMPTP block	Rpn11 block	DNMT1 block	SKN-1 block	MT1-MMP act inh	NadD block	Scp-1 inhibitor	STEP inh	CendR NRP1 mod
O=C(CCN1C(=O)c2ccccc2C1=O)NCc1ccco1	0	-1.0	i	3	3	6	7	22	2	-11
CC(=O)Nc1ccc(S(=O)(=O)NCCC(=O)OCc2nnc(-c3ccccc3)o2)cc1	0	-1.3	i	-2	2	-2	1	-3	-1	-6
O=C(NCc1ccc(Cl)c(Cl)c1)c1ccc2c(c1)OCO2	-1	0.7	i	-1	4	0	-1	-6	1	10
S=C1NCCc2ccccc2C1c1ccccc1Cl (stereo not drawn)	2	-0.2	i	2	-2	4	-5	4	0	10

This part in full, previewed entries included:
SMILES	SUMO1 PPI mod	LMPTP block	Rpn11 block	DNMT1 block	SKN-1 block	MT1-MMP act inh	NadD block	Scp-1 inhibitor	STEP inh	CendR NRP1 mod
O=C(CCN1C(=O)c2ccccc2C1=O)NCc1ccco1	0	-1.0	i	3	3	6	7	22	2	-11
CC(=O)Nc1ccc(S(=O)(=O)NCCC(=O)OCc2nnc(-c3ccccc3)o2)cc1	0	-1.3	i	-2	2	-2	1	-3	-1	-6
O=C(NCc1ccc(Cl)c(Cl)c1)c1ccc2c(c1)OCO2	-1	0.7	i	-1	4	0	-1	-6	1	10
S=C1NCCc2ccccc2C1c1ccccc1Cl (stereo not drawn)	2	-0.2	i	2	-2	4	-5	4	0	10
Cc1ccc(-n2c(SCC(=O)N3Cc4ccccc4CC3C(=O)O)nnc2-c2cccnc2)c(C)c1 (stereo not drawn)	5	-2.3	i	0	-6	0	4	19	0	-1
CCn1c(SCC(=O)NC(=O)Nc2ccc3c(c2)OCCO3)nnc1-c1cccs1	2	0.9	i	3	-11	-2	1	-1	0	-5
CN(C)CCNC(=O)c1cccc(-c2cnc3c(NC=O)cc(-c4cccc(C(F)(F)F)c4)cn23)c1	-36	-6.2	i	-2	-1	-12	8	nt	8	-9
CCCCc1nc2cc(C(=O)NCc3nccn3CC)ccc2o1	0	-1.1	i	3	5	2	-1	-1	2	8
O=C(CSc1nnc2ncccn12)Nc1cccc2ccccc12	-8	0.1	i	-2	-8	6	3	-1	-1	-3
CC(=O)c1ccc2c3c(cccc13)C(=O)N(CCc1ccccc1)C2=O	-3	1.4	i	20	-8	-27	-4	27	2	-6
CNC(=S)N(CCO)Cc1cc2cc3c(cc2[nH]c1=O)OCCO3	-6	-0.8	i	-2	7	1	-1	11	0	8
COc1ccc(S(=O)(=O)N2CCC(C(=O)Nc3ccc(S(=O)(=O)N4CCCC4)cc3)CC2)cc1OC	4	1.2	i	4	-4	-2	-6	-7	-1	-3
O=C(Cc1ccc([N+](=O)[O-])cc1)N1CCc2ccccc2C1	-15	-1.2	i	5	0	0	-1	-3	-2	3
O=C(CCSCc1ccc(Cl)cc1)NCc1ccco1	0	0.8	i	-2	10	-2	-4	-3	2	10
Cc1ccc(NS(=O)(=O)c2cc(C(=O)N(C)C)ccc2C)cc1C	0	-0.2	i	-2	-6	1	-6	-4	2	0
CC(C)(C)[C@@H]1C=C(C(N)=O)O[C@H](OCc2ccc(CO)cc2)C1	1	-0.6	i	0	8	5	-1	1	-2	0
Cc1cnc(CN(C)C(=O)C2CCC(=O)N(CCc3ccc(Cl)cc3)C2)[nH]1 (stereo not drawn)	40*	-2.7	i	5	6	-6	-2	nt	-3	-13
O=C(c1ccc(Cl)cc1)N1CCC2CC1c1cc(-c3ccccc3)ccc12 (stereo not drawn)	4	7.1	i	-4	3	-1	4	-12	3	1
CCOC(=O)C1(C)NC(c2cccs2)C2C(=O)N(c3ccc(OC)cc3)C(=O)C21 (stereo not drawn)	3	-2.9	i	2	-2	2	2	-7	1	7
COc1cc(NC(=O)CSc2nccc(C)n2)c(C(=O)O)cc1OC	2	-0.4	i	2	-13	5	-1	-4	1	-4
O=C(CSc1nnc2ccccn12)NCCc1ccc(F)cc1	3	-0.6	i	5	-2	0	-1	2	-1	3
Cc1cccc(NC(=S)NNC(=O)c2ccc(Br)o2)c1	1	-0.5	i	-1	4	6	5	-8	-2	2
CCOC(=O)c1sc(N/N=C/c2cc(Br)c(O)c(OC)c2)nc1C	39	-0.2	i	-9	18	-3	6	2	84*	-26
COc1c(S(=O)(=O)NCCCN2CCOCC2)ccc(Cl)c1Cl	2	0.0	i	0	-11	2	-3	-4	0	0
O=C(CCC(=O)N1CCOc2ccccc21)NCCc1ccccc1	-2	-1.7	i	-2	-7	-2	-2	2	-1	-9
Nn1cnc2scc(-c3ccc(Cl)cc3)c2c1=O	3	-0.6	i	0	18	-1	2	-4	2	-13
O=C(O)CCCNC(=O)c1nn(Cc2ccccc2)c(=O)c2ccccc12	2	-1.0	i	-1	2	5	-6	-7	1	6
COc1ccc(NC(=O)Nc2cccc(NC(C)=O)c2)c(OC)c1	4	1.1	i	-2	6	2	-4	-5	-2	1
COc1ccc(-c2nnc(SCC(=O)Nc3nc4ccccc4s3)n2C)cc1	-1	-1.3	i	40	18	2	-2	-8	-2	11
CCCCN(C=O)c1c(CC)nc2ccc(C(=O)NCCc3ccccn3)cn12	2	-0.5	i	-1	-1	-3	0	nt	0	5
CCC(C)OC(=O)C1=C(C)OC23OC(N)=C(C#N)C12C(=O)c1ccccc13 (stereo not drawn)	-5	-0.4	i	-4	5	-1	-1	-1	0	-2
Cn1c(N)c(C(=O)COC(=O)Cc2cccs2)c(=O)n(C)c1=O	2	-0.9	i	3	6	5	0	1	-3	4
CC1=C(C(=O)N(C(C)C)C(C)C)CC(CC(=O)NCCN2CCOCC2)C(=O)N1Cc1ccc(F)cc1 (stereo not drawn)	-2	-1.3	i	-2	-12	0	3	nt	0	1
CC(NS(=O)(=O)c1ccc(F)cc1)C(=O)Nc1ccc2c(c1)OCCO2 (stereo not drawn)	0	0.8	i	3	12	0	-5	5	0	-1
Cc1nc(SCC(=O)Nc2c(C)nn(C)c2C)c2cnn(-c3ccccc3)c2n1	3	-1.0	i	-2	6	-1	-4	-10	-1	-9
OCCCCC#Cc1c(-c2ccsc2)sc2ccccc12	0	3.1	i	-13	-1	-3	-12	-15	1	9
CCOC(=O)N1CCN(C(=O)CNC(=O)c2ccc(Br)o2)CC1	1	-2.0	i	3	16	4	-3	-5	1	12
CCCCCCn1cc(C(=O)O)c(=O)c2ccccc21	0	2.9	i	-2	17	-2	3	-5	0	6
COc1ccc(C(=O)NCCN2CCN(C(=O)c3ccc(OC)cc3)CC2)cc1	5	-0.1	i	0	-7	1	6	-9	-2	8
COc1ccc(-n2c(SCC(=O)N3CCOCC3)nc(O)cc2=O)cc1	3	-1.0	i	-1	32	-4	4	-13	1	8
CC(OC(=O)COc1ccccc1)C(=O)NC1CCCC1 (stereo not drawn)	2	0.1	i	0	9	-1	-3	-1	-2	-4
CCc1ccc2c(c1)cc(CN(C(=S)Nc1cccc(C)c1)C1CC1)c1nnnn12	2	-1.5	i	17	1	0	2	-5	-4	2
COc1ccc(NS(=O)(=O)c2ccc3c(c2)NC(=O)CCS3)cc1Cl	2	1.0	i	0	16	-7	6	-2	-2	-8
CCN1CCN(c2ccc(NC(=O)Cc3ccccc3)cc2)CC1	3	-0.2	i	-2	11	2	-4	-10	0	2
COc1ccc(NC(=O)CC2C(=O)N(Cc3cccs3)C(=S)N2C(C)C)cc1 (stereo not drawn)	7	1.3	i	0	9	2	-4	-10	-3	5
COc1ccc(C(=O)C2CCCN(Cc3cccn3-c3ccccn3)C2)cc1F (stereo not drawn)	-3	0.7	i	-1	-16	1	-2	-7	-2	-6
O=C(C1CC1)N1N=C2CCCCC2C1(O)C(F)(F)F (stereo not drawn)	4	-0.5	i	1	-13	-2	0	4	-3	11
COc1ccc(CN2CC(=O)N(c3ccc(C)c(C)c3)C2=S)cc1OC	1	0.4	i	-3	-3	3	-6	-8	3	-5
Cc1cccc(CNc2ncnc3ccc(-c4ccccc4Cl)cc23)c1	0	7.2	i	-4	3	-1	1	11	-1	7
COc1ccc(CCNC(=O)c2ccn[nH]2)cc1OC	-1	-3.0	i	1	0	0	-7	-2	-14	16
O=C(COC(=O)c1sc2cc(F)ccc2c1Cl)Nc1ncc(Cl)cc1Cl	-3	0.4	i	24	-3	-5	8	3	0	-3
COc1ccccc1NC(=O)c1ccc(N2CC3CC(C2)c2cccc(=O)n2C3)c(NC(=O)c2ccncc2)c1 (stereo not drawn)	-1	0.3	i	-3	-12	-4	0	0	-3	-3
COCc1cc(OC)nc(-c2csc(C)n2)n1	2	-2.0	i	1	0	1	2	-5	1	-10
COc1ccc(S(=O)(=O)NCCC(=O)OCC(=O)NC2CC2)cc1	2	0.2	i	5	17	2	0	-5	3	13
O=C(Nc1cc(S(=O)(=O)N2CCCC2)ccc1OCC(F)(F)F)c1ccccc1F	4	1.2	i	0	2	5	-7	-12	2	4
CN1CCN(C(=O)Cn2c(=O)oc3cc(S(=O)(=O)NCc4ccccc4)ccc32)CC1	6	0.3	i	-3	4	1	1	3	-4	-5
O=C(C(=O)N1CCC(c2ccccc2)CC1)c1ccccc1	-4	0.3	nt	nt	7	6	nt	nt	nt	14
O=C(O)c1cc(N/N=C/c2c(O)ccc3ccccc23)ccc1Cl	17	-0.7	i	-3	10	-1	-6	-4	2	-4
N#CC1=C(SCC(N)=O)NC(=O)CC1c1ccccc1Cl (stereo not drawn)	4	-1.8	i	2	2	-5	4	-3	2	2

Rows are unselected. About 3.9% of those tested had a hit in this group.
